# NALP1 yeast inh: blocks the NALP1 inflammasome reconstituted in yeast; S. cerevisiae NALP1/ASC/caspase-1 growth, X-gal OD620, 72 h; inhibition, % at 10 µM; hit rate 0.61% among 280,000; AID 2071; in the data active = inhibition mostly above about 24%, no sharp cut-off; inactive = mostly below about 32%; note: some compounds called inactive have numbers as strong as hits
# GalR3 antagonist: human GalR3 antagonism | inhibition, % at 3 µM | AID 651719 | HEK293 GalR3-CNG cAMP membrane potential fluorescence; galR3 body fused to GalR1 C-terminus | hit rate 0.44% among 360,000 | O60755;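 active = inhibition above the screen-wide average plus 3 SD, cut at about 13% in these data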;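 note: forskolin and galanin both at EC90 stimulate the cells; cAMP rise reported by CNG channel membrane potential dye signal; 0% = forskolin plus galanin with DMSO and 100% = forskolin alone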
# MEKK2mut PB1 HTS: signal of MEK5 binding to mutant human MEKK2 PB1 domain; bead flow cytometry, Alexa488-MEK5 binding to MEKK2 mutant; percent response, % at 10 µM; hit rate 0.35% among 290,000; AID 1530; in the data active = percent response above about 24%, passing the limit was not always enough; note: inactives centre near 1; some results filed as inactive read as strong as hits; reference of the scale not given here
# GPR7 antagonist: antagonists of human GPR7 (neuropeptides B/W receptor 1); AID 1861; GPR7-expressing cells, fluorescence antagonist assay; hit rate 1.1% among 290,000; inhibition, % at 4.4 µM; P48145; in the data active = inhibition above about 16%, passing the limit was not always enough;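 note: cells stimulated with the agonist NPW; 0% = agonist with vehicle and 100% = vehicle without agonist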
# Target sequence (P48145 whole entry, looked up): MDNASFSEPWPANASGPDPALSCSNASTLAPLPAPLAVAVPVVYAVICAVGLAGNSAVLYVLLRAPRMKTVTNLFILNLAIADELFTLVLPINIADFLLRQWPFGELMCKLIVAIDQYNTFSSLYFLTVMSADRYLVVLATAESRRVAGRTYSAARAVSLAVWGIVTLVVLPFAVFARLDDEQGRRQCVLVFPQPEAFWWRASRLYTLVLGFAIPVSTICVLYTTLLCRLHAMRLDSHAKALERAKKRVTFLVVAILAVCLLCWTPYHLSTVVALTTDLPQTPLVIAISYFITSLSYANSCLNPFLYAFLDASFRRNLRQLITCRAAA
# MEKK2wt PB1 HTS: raises or lowers MEK5 binding to wildtype human MEKK2 PB1 domain; binding response (% of control), % at 10 µM; bead flow cytometry, Alexa488-MEK5 binding to MEKK2 WT; actives lie on both sides; Q9Y2U5; hit rate 1.1% among 290,000; in the data active = binding response below about 67% or above about 130%
# V1R ag counter: V1a receptor agonism, counter-screen for OXTR agonists. P37288. CHO-V1R cells, Fluo-8 calcium fluorescence, agonist mode; 0% DMSO, 100% 3 nM vasopressin. activation, % at 3 µM. hit rate 0.25% among 320,000. AID 2797;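 active = activation above the mean activation of all tested compounds plus 3 SD, per screening run, cut at about 20% in these data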;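 note: signal is peak over basal fluorescence ratio across a 100 second FLIPR read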
# Target sequence (P37288 whole entry, looked up): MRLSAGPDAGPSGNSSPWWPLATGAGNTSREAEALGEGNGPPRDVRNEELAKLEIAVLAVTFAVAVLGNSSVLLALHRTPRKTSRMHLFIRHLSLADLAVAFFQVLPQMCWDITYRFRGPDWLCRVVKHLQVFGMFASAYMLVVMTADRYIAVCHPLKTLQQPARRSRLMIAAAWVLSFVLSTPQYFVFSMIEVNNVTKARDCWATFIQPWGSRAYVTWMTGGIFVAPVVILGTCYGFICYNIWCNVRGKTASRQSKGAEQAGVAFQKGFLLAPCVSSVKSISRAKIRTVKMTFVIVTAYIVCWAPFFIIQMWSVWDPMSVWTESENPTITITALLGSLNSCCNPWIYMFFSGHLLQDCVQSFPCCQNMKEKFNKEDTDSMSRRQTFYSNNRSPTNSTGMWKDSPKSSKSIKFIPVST
# PHOSPHO1 block: blocks human PHOSPHO1 phosphatase activity | Q8TCT1 | recombinant PHOSPHO1, absorbance phosphatase assay | inhibition, % at 13.3 µM | hit rate 1.1% among 290,000; in the data active = inhibition above about 60%
# Target sequence (Q8TCT1 whole entry, looked up): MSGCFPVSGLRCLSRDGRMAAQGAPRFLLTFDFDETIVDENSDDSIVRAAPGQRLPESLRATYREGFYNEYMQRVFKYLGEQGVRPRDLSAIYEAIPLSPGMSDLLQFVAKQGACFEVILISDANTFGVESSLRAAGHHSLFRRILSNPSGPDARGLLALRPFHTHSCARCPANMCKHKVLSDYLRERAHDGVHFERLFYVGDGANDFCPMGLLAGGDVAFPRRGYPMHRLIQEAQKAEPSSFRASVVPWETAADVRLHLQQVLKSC
# OXTR ag: agonists of human oxytocin receptor | P30559 | AID 2435 | CHO-OTR cells, Fluo-8 calcium fluorescence; normalized: DMSO 0%, oxytocin 100% | activation, % at 3 µM | hit rate 0.32% among 320,000;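 active = activation above the mean of all tested compounds plus 3 SD, cutoff set per screening run, cut at about 20% in these data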;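 note: peak over basal fluorescence ratio from a 100 s FLIPR kinetic read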
# MEKK3 PB1 HTS: raises or lowers MEK5 binding to the human MEKK3 PB1 domain | Q99759 | bead-based flow cytometry, Alexa488-MEK5 binding to MEKK3; actives lie on both sides; 0 = blocked by unlabeled MEK5, 100 = vehicle | binding response (% of control), % at 10 µM | hit rate 1.4% among 290,000;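 active = binding response more than 3 SD above or below the average of its plate-row segment, actives on both sides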;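 note: Alexa488 bead fluorescence after subtracting the streptavidin-only scavenger bead signal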
# Active calls of the source: *; · = not tested or not shown; [ ] = remark or other dose.
SMILES,NALP1 yeast inh,GalR3 antagonist,MEKK2mut PB1 HTS,GPR7 antagonist,MEKK2wt PB1 HTS,V1R ag counter,PHOSPHO1 block,OXTR ag,MEKK3 PB1 HTS
CC(C)CC1CC(=O)OC1(C)C(=O)CSc1nc2ccccc2s1 (configuration not stated),6,-2,0,-4,94,-0.1,3,-1.3,98
COc1ccccc1N1CCN(C/C(O)=C(\C#N)c2nc(-c3ccccc3)cs2)CC1,20,-9,·,0,·,2.9,7,3.2,·
c1ccc(CSc2nnnn2-c2cccc3ccccc23)nc1,7,-1,1,-5,106,1.8,4,0.5,101
CCOc1cc(C)cc2oc(=O)cc(-c3ccccc3)c12,13,-9,-9,2,89,-1.1,25,-1.8,87
O=C(NCC(=O)N(Cc1ccco1)C(C(=O)NC1CCCCC1)c1cccnc1)c1cccs1 (configuration not stated),2,-4,4,-9,107,-0.7,6,0.8,109
CC(C)CC(NC(=O)c1ccc(Cl)cc1)C(=O)O (configuration not stated),7,-4,-1,-10,94,-0.5,6,-0.2,101
CC(=O)c1cccc(NC(=S)N2CCN(S(=O)(=O)c3ccccc3)CC2)c1,9,-1,-2,7,99,·,-28,·,98
CCn1c2ccc(F)cc2c2nnc(SCCN3CCOCC3)nc21,-7,-11,3,77*,102,-0.6,38,0.7,105
CCC1=NN2C(=N)/C(=C\c3ccc(OCCOc4ccccc4OC)cc3)C(=O)N=C2S1,13,-10,4,6,102,1.4,3,-1.3,106
O=C(COC(=O)CCCC1=NS(=O)(=O)c2ccccc2N1)Nc1ccccc1,-2,-2,5,9,100,0.8,47,1.3,102
CCOP(=O)(OCC)C(NC(=O)Nc1ccc(Cl)cc1)C(=O)N(CC)CC (configuration not stated),32,-3,2,-6,109,-0.1,6,-0.4,125
COc1ccc(CCNC(=O)C(=O)N2CCCCC2)cc1OC,1,1,4,-4,92,1.0,10,6.8,107
Cc1cc(C)n2nc(SCC(=O)NC3CCCCC3C)nc2n1 (configuration not stated),11,-8,6,-2,101,1.3,36,0.8,100
CC(C)N(C(=O)c1ccc(-c2ccccc2F)cc1)C(C)C,31,-8,-5,-5,91,-1.2,37,-2.4,89
c1ccc2c(c1)nc1n2CCS1,10,-2,3,-2,104,-0.1,-16,0.0,102
Cc1cccc(-n2[nH]c3c4c(ccc3c2=O)C(=O)c2ccccc2C4=O)c1,26,-7,10,-10,100,-0.2,8,-0.3,91
COc1ccc(C(=O)N2CCOC23CCN(c2ncccn2)CC3)cc1,15,-3,-4,-9,97,2.5,21,0.1,98
O=C1C(=O)N(CCN2CCOCC2)C(c2ccccn2)/C1=C(/O)c1ccccc1 (configuration not stated),-18,1,-27,-16,0.0*[inhibitor],1.9,58,0.1,0.0*[inhibitor]
CNc1nc2c(c(=O)[nH]c(=O)n2C)n1CCCc1ccccc1,32,-10,-1,-2,96,0.8,13,-0.5,97
COc1ccccc1C1/C(=C(\O)c2ccc3c(c2)OCCO3)C(=O)C(=O)N1Cc1cccnc1 (configuration not stated),22,-4,1,1,104,0.1,26,-0.6,101
O=C(NC1CCCCC1)c1ccc(-c2ccccc2[N+](=O)[O-])o1,9,-3,3,-5,105,-0.7,33,-2.7,103
Cc1nn(Cc2ccccc2)c(C)c1NC(=O)c1cccs1,24,3,-1,-1,100,1.9,26,0.4,100
CC(=O)c1cccc(NC(=O)C(C)N2CCc3ccccc3C2)c1 (configuration not stated),·,1,6,-5,113,0.4,30,0.3,105
CC(NC(=O)c1ccc(Cl)c(Cl)c1)c1ccc(-c2ccccc2)cc1 (configuration not stated),13,-9,15,-6,88,-0.6,20,0.1,93
CCN(CC)S(=O)(=O)c1cc(C(=O)Nc2cccnc2)ccc1Cl,7,-4,-1,3,99,-0.1,3,0.2,101

# The last 3 compounds of the section above open the next one.
SMILES,NALP1 yeast inh,GalR3 antagonist,MEKK2mut PB1 HTS,GPR7 antagonist,MEKK2wt PB1 HTS,V1R ag counter,PHOSPHO1 block,OXTR ag,MEKK3 PB1 HTS
CC(=O)c1cccc(NC(=O)C(C)N2CCc3ccccc3C2)c1 (configuration not stated),·,1,6,-5,113,0.4,30,0.3,105
CC(NC(=O)c1ccc(Cl)c(Cl)c1)c1ccc(-c2ccccc2)cc1 (configuration not stated),13,-9,15,-6,88,-0.6,20,0.1,93
CCN(CC)S(=O)(=O)c1cc(C(=O)Nc2cccnc2)ccc1Cl,7,-4,-1,3,99,-0.1,3,0.2,101
CCOC(=O)CCSCC(=O)Nc1cc(C)on1,·,-2,-2,-2,99,0.3,·,1.1,72
COc1ccc(C2=NOC(C(=O)NCCCn3ccnc3)C2)cc1 (configuration not stated),-5,1,1,-7,103,-0.6,-1,0.7,100
NC(=O)C1(N2CCCCC2)CCN(C(=O)NC23CC4CC(CC(C4)C2)C3)CC1,7,1,-14,-3,97,0.0,14,0.6,96
O=C(NC1CCN(C(=O)Nc2ccc(F)cc2)CC1)c1ccc(F)cc1,30,-6,-5,9,97,0.7,32,8.3,96
O=C(CCN1C(=O)COc2ccccc21)NCCCN1CCN(c2ccccc2F)CC1,-6,-1,3,-10,110,-0.9,10,-1.5,93
COc1ccc(C(=O)N2CCC(C(=O)NC3CC3)CC2)cc1,9,-7,3,-8,106,0.6,27,1.6,103
CN(CC(O)Cn1cnc2c1c(=O)n(C)c(=O)n2C)c1ccccc1 (configuration not stated),8,0,0,-6,94,2.7,43,3.8,98
CCOCc1nnc(NC(=O)CCC2CCCCC2)s1,14,-3,0,6,99,-1.4,34,-0.3,101
CCCCNC(=S)NNC(=O)c1ccncc1,3,-3,-16,2,50,1.3,20,1.3,35*[inhibitor]
C[C@H](CO)NC(=O)[C@H](C)[C@@H]1C[C@@]1(C)[C@@H](NC(=O)OCc1ccccc1)c1ccccc1,19,-2,2,-4,100,0.2,1,-0.3,97
COc1cc(CNc2ccc(C)c(C)c2)cc(OC)c1OC,-20,·,2,0,107,2.5,9,1.3,101
COc1ccc(C(=O)Nc2ccc(C(=O)OCC(=O)c3ccccc3)cc2)cc1,28,-4,6,-11,102,0.7,15,-0.4,98
CC(=O)Nc1ccc(NC(=O)CCCSc2nc3ccccc3[nH]2)cc1,·,-9,-8,-13,89,-0.8,30,-0.4,92
Fc1ccc(Cn2ccc(-c3cnc(-c4ccccc4)s3)n2)cc1,-13,-4,-3,-13,100,1.0,6,0.1,99
COc1ccc(Cn2c(CCC(=O)Nc3ccccc3OC)nc3cccnc32)cc1,-16,-3,-7,-8,92,-0.4,-14,-1.8,95
CCc1ccc2oc(-c3ccc(OC)cc3)cc(=Nc3c(C)n(C)n(-c4ccccc4)c3=O)c2c1,-4,-8,-15,9,84,-0.9,-15,-1.8,88
N#C/C(=C/c1ccc(Br)o1)C(N)=S,-13,·,-11,-13,92,1.2,-125,0.5,93
Cc1cccc(OCc2nc(C)cc(=O)[nH]2)c1,29,-4,12,-2,118,·,20,·,114
O=c1cc(-c2ccccc2)nc(SCc2ccccc2)[nH]1,28,4,1,0,99,0.2,-4,-1.0,104
O=C(NCCCN1CCOCC1)c1cc(Cl)ccc1OCc1ccccc1,9,-6,-1,-2,99,-0.5,46,-0.5,100
Cc1ccccc1CSc1nnc(-c2ccccn2)n1N,14,-6,-6,-10,94,-0.8,-6,-0.6,101
Cc1cccc(NC(=S)N(Cc2ccc(Cl)cc2)Cc2ccc(C(=O)O)cc2)c1,4,1,1,-18,100,-0.3,-22,0.2,101
O=C(Nc1ccc(C(=O)O)cc1)/C(=C\c1ccc2c(c1)OCO2)NC(=O)c1ccc(Br)cc1,8,-7,-5,-2,91,0.1,30,-0.1,102
CCN(CC)S(=O)(=O)c1ccc2oc(C(=O)NC3CC3)c(C)c2c1,21,-5,-7,5,96,2.6,-11,1.6,93
CC(C)C(OC(=O)c1nsc(Cl)c1Cl)C(=O)NCc1ccccc1 (configuration not stated),6,-8,3,2,105,-0.9,31,-2.3,102
# Next section
SMILES,NALP1 yeast inh,GalR3 antagonist,MEKK2mut PB1 HTS,GPR7 antagonist,MEKK2wt PB1 HTS,V1R ag counter,PHOSPHO1 block,OXTR ag,MEKK3 PB1 HTS
Cc1ccc(C)c(N2CCN(C(=O)c3cc4sccc4n3C)CC2)c1,11,-7,2,-4,101,-1.2,32,-0.3,99
CC(C)CC(=O)NCCCN1CCN(CCCNC(=O)CC(C)C)CC1,0,-3,2,-9,94,0.5,-4,1.5,94
COc1ccc(/C=C/C(=O)Nc2cccnc2)cc1OC,10,-1,-7,-13,94,0.4,28,-0.5,97
CCN1CCN(C(=O)c2cc(COc3ccc(C(C)=O)cc3OC)on2)CC1,7,-6,8,-12,104,1.0,45,0.8,105
CCNC(=O)COC(=O)CNC(=O)c1cc(Cl)cc([N+](=O)[O-])c1,13,-4,-1,-1,96,0.3,13,-1.1,97
Cc1cc([N+](=O)[O-])ccc1-c1ccc(/C=N/NC(=O)c2ccc(Br)o2)o1,5,0,5,-1,98,-0.1,17,-0.6,102
COc1cc2[nH]c(=S)n(Cc3ccc(C)o3)c(=O)c2cc1OC,6,-5,-3,-19,101,0.3,70*,0.9,99
CC1CCCCN1Cc1c(O)ccc2c(=O)c(-c3ccc(Cl)cc3)coc12 (configuration not stated),12,-10,11,1,107,-0.1,25,-0.7,105
CCc1ccc(OCC(=O)NC(NC(=S)Nc2ccccc2OC)C(Cl)(Cl)Cl)cc1 (configuration not stated),26,-8,9,-10,113,5.5,6,0.2,100
CCc1ccc(-c2nc(CS(=O)CC(=O)NCCCN3CCOCC3)c(C)o2)cc1 (configuration not stated),7,0,2,4,102,0.2,23,-0.9,101
CN1CCN(C2=CC3=CC(=C(C#N)C#N)CCC3CC2)CC1 (configuration not stated),15,·,-3,59*,99,·,32,·,100
Cc1cc(N2C(=O)C3C4CCC(C4)C3C2=O)no1 (configuration not stated),6,-2,7,-8,102,0.7,10,-0.2,105
CC(C)(C)N(C=C(Cl)Cl)C(=O)NC1CCCCC1,9,-1,12,-10,104,-1.1,11,-0.5,104
Cc1ccc(C(=O)N/N=C/C=C/c2ccccc2)cc1,1,-4,-5,-9,95,-0.3,58,-1.4,94
O=C(Nc1ccccc1)c1ccc(S(=O)(=O)NCc2ccco2)cc1,19,0,3,2,100,2.6,-10,2.3,100
CN(c1ccccc1C(=O)Nc1cccnc1)S(C)(=O)=O,·,-7,-17,0,76,0.5,-13,0.5,70
CCC(C)(C)NC(=O)c1cc(C(=O)OC)cc([N+](=O)[O-])c1,24,-4,-1,3,97,3.0,17,-2.0,102
COC(=O)c1cn(Cc2ccccn2)c(=O)c2ccccc12,0,-3,-2,-9,98,0.1,37,-0.5,102
CC(NC(=S)NC1CCC(C(C)(C)C)CC1)c1ccccc1 (configuration not stated),0,-2,3,-10,102,·,38,·,104
Cc1cccc(NS(=O)(=O)c2ccc3c(c2)OCCO3)c1,10,-8,-3,-9,90,1.9,-38,0.9,90
Cc1cc(NC(=O)c2cccc(S(=O)(=O)N3CCOCC3)c2)c2ccccc2n1,-4,1,8,-2,108,2.2,5,1.6,102
O=C(COC(=O)CNC(=O)c1ccco1)Nc1ccc(F)cc1,-3,-5,-4,-7,84,0.2,-16,-0.2,65*[inhibitor]
CCCOc1ccc(Oc2nc(-c3ccncc3)nc3ccccc23)cc1,6,0,-4,-15,97,0.1,19,-1.4,94
CCN(CC)S(=O)(=O)c1ccc(NC(=O)CCNC(=O)c2ccccc2)cc1,-4,-10,2,1,96,·,15,·,100
Cc1cccn2cc(CNC(=O)C3CCCCC3)nc12,3,-3,-2,-1,103,-0.3,11,0.1,102
CSc1nnc(C(C)(C)C)c(=O)n1/N=C/c1ccccc1,-3,-1,6,-16,99,-2.3,24,-2.6,106

# Screens as filed in PubChem BioAssay.
